ROMK mod = ROMK potassium channel modulators, primary screen, cell-based, thallium flux, MLSMR library; ATP-sensitive inward rectifier potassium channel 1 (Homo sapiens), P48048; Tet-inducible ROMK, thallium flux fluorescence; actives lie on both sides; B-score at 10 µM; actives 2% (n = 130,000);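 active = signal ratio slope over the read window, or its plate-corrected B-score, at least 3 SD from the plate mean, either direction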;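 also: B-score of the F/F0 ratio slope over 7 to 12 s after thallium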
Target sequence (P48048 whole entry, looked up): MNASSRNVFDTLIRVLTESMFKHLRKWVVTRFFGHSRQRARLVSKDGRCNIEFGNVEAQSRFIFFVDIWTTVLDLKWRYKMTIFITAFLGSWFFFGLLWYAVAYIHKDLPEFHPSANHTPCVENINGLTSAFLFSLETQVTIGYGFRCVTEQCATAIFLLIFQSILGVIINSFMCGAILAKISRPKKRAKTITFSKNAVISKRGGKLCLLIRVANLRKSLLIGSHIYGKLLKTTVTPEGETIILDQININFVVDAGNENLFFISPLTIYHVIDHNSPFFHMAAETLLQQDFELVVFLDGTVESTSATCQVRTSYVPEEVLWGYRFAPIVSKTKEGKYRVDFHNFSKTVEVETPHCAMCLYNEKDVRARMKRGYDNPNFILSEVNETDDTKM
STAT3 inh = IL-6 driven STAT3 reporter inhibitors, primary screen, U3A cells, luciferase, luminescence, MLSCN library. IL-6 STAT3-luciferase reporter; host cell line lacks STAT1. inhibition, % at 5.5 µM. actives 0.89% (n = 190,000);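 active = inhibition above the mean inhibition across all screened compounds plus 3 SD, cut at about 44% in these data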;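 also: 0% = DMSO only wells and 100% = 100 µM nifuroxazide control wells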
bIAP inh = bovine intestinal alkaline phosphatase inhibitors, primary screen, selectivity assay for TNAP inhibitor project, biochemical, bovine IAP, CDP-star luminescence; AID 1019, 2008; 190,000 tested, under 10 active; inhibition, % at 20 µM; purified bovine IAP, 30 min; alkaline phosphatase, intestinal [Bos taurus];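 active = over 50% inhibition of intestinal alkaline phosphatase at 20 µM in the single-dose screen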
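test system = bovine IAP enzyme | medium = DEA buffer 100 mM, pH 9.8, with MgCl2 1.0 mM, ZnCl2 0.02 mM | detection = luminescence | dosing = single compound dose of 20 µM, 2% DMSO final | incubation = 30 min reaction at room temperature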
STAT1 blocker = STAT1 signaling inhibitors, primary screen, cell-based, HTS, luciferase reporter; inhibition, % at 5.5 µM; NIH 3T3 STAT1-luciferase reporter, IFN-gamma, luminescence; actives 0.35% (n = 200,000);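 active = inhibition above a set limit, the mean inhibition across all tested compounds plus 3 SD, cut at about 34% in these data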;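 also: 0% = IFN-gamma with DMSO and 100% = IFN-gamma with 300 µM nifuroxazide; values of inactives mirror those of a sister screen read the other way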
PPARg SRC1 recr = PPARgamma agonists recruiting SRC-1 coactivator, primary screen, biochemical; actives 0.41% (n = 200,000); AID 631, 2007; Peroxisome proliferator-activated receptor gamma (Homo sapiens), P37231; PPARgamma-SRC-1 coactivator recruitment biochemical assay; activation, % at 8 µM; in the data active = activation above about 19%;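 also: 0% = DMSO and 100% = reference agonist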
PPARg SRC-2 ag = agonists of PPARg-SRC-2 recruitment, primary screen, biochemical, HTS; actives 0.34% (n = 200,000); Peroxisome proliferator-activated receptor gamma (Homo sapiens), P37231; activation, % at 8 µM; PPARgamma LBD-SRC-2 recruitment; in the data active = activation above about 22%;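 also: 0% = vehicle and 100% = reference agonist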
SRC2 TRFRET art = TR-FRET signal artefacts, primary screen, artefact control for PPARgamma SRC-2 agonist project, biochemical; TR-FRET ratio at 8 µM; actives 0.4% (n = 200,000); AID 1049, 2008; TR-FRET artefact counter-screen; hits give high values; in the data active = TR-FRET ratio above about 2000; also: inactives centre near 1500
bIAP act = bovine intestinal alkaline phosphatase activators, primary screen, biochemical, bovine IAP, CDP-star luminescence | alkaline phosphatase, intestinal [Bos taurus] | purified bovine IAP, 30 min; hits give high values; fold of DMSO-control signal, blank-subtracted | activation factor at 20 µM | actives 0.17% (n = 200,000);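 active = activation factor of 2 or more at 20 µM, a signal rise over negative controls twice the positive control's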
PPARg SRC3 recr = PPARgamma agonists recruiting SRC-3 coactivator, primary screen, biochemical | activation, % at 8 µM | actives 0.26% (n = 200,000) | Peroxisome proliferator-activated receptor gamma (Homo sapiens), P37231 | biochemical PPARgamma/SRC-3 coactivator recruitment assay; in the data active = activation above about 23%;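 also: 0% = DMSO and 100% = reference agonist; some compounds past the cut are filed as inactive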
TNAP act hi DEA = TNAP activators at high phosphate acceptor level, primary screen, biochemical, luminescence, uHTS. Alkaline phosphatase, tissue-nonspecific isozyme (Homo sapiens), P05186. purified TNAP, CDP-star luminescence, 1 M DEA, 30 min; hits give high values; 0 = EDTA background, 1 = DMSO-only activity. activation factor at 20 µM. 200,000 tested, under 10 active. AID 1136, 2008;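 active = activation factor at least 2 at 20 µM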
Target sequence (P05186 whole entry, looked up): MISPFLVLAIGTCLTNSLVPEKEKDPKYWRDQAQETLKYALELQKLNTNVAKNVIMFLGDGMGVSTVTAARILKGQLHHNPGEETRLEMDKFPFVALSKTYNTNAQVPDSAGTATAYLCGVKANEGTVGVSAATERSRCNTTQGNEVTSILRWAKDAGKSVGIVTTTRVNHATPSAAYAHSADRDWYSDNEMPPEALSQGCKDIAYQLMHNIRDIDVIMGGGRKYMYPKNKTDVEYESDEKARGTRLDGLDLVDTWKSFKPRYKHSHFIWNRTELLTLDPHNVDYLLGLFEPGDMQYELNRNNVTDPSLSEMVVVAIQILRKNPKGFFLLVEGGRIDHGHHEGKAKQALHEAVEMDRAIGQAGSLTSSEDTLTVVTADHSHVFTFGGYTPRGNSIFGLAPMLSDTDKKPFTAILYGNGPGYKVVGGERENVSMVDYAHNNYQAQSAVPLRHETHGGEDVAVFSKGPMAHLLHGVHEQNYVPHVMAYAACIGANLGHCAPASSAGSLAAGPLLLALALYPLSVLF
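Control set: EDTA negative control, DMSO positive control / Assay system: human TNAP / Quantity: TNAP 1/800 final / Evaluation: TNAP activation factor scaled between EDTA and DMSO control wells / Measured by: luminescent substrate turnover signal / Compound dosing: one dose, 20 µM / Times: 30 min enzyme reaction at room temperature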
STAT3 activator = IL-6 driven STAT3 reporter potentiators, primary screen, U3A cells, luciferase, luminescence, MLSCN library; IL-6 STAT3-luciferase reporter; 100% = signal with IL-6 EC80 alone; activation (% of control), % at 5.6 µM; actives 0.91% (n = 190,000);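 active = activation above the screen-wide mean of compound activation plus 3 SD, cut at about 130% in these data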;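 also: 0% = background luminescence of wells with medium and substrate only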
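Detection: reporter luminescence signal / Assay system: STAT1-lacking human U3A cells, STAT3 luciferase reporter / Incubation: compound pre-incubation 1 h before IL-6, then 6 h stimulation at 37 °C / Control set: IL-6-only high control / Read-out: % activation relative to IL-6 control / Probe or stimulus: Interleukin-6, 33 ng/mL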
The depositor's hits bear a star; . = no result given.

canonical_smiles	ROMK mod	STAT3 inh	bIAP inh	STAT1 blocker	PPARg SRC1 recr	PPARg SRC-2 ag	SRC2 TRFRET art	bIAP act	PPARg SRC3 recr	TNAP act hi DEA	STAT3 activator
Cn1c(SCc2ccc(Br)cc2)nc2c(c1=O)SCC2	0.077	34	-6	10	5	-10	1493	1.1	-3	1.1	78
N#Cc1ccccc1NC(=O)COC(=O)CSc1nc2ccccc2o1	-0.57	13	-4	7	10	7	1574	1	0	1.1	91
Cc1ccc(-c2nc(CN(C)Cc3ccc4nccnc4c3)c(C)o2)s1	0.36	24	2	3	-1	-1	1622	1	-1	1.1	88
Cc1ccc(S(=O)(=O)/N=C2/C=C(C3C(=O)CC(C)(C)CC3=O)C(=O)c3ccccc32)cc1	0.36	17	24	6	5	0	1422	0.8	17	1	91
CN1CCN(c2nc3ccccc3nc2C(C#N)C(=O)OC2CCCCC2)CC1 (centres undefined)	-1.5	20	15	-10	15	-6	1664	0.8	-5	0.9	85
CCN1CCN(c2nc(N)c([N+](=O)[O-])c(Nc3ccc(C)c(C)c3)n2)CC1	-0.054	0	10	13	0	1	1662	0.9	-2	1	98
CSC1=NCCN1C(=O)c1c(-c2ccccc2Cl)noc1C	.	-2	-7	9	0	-1	1610	1.1	4	1	109
O=C(CSc1nnc(-c2ccncc2)n1Cc1ccco1)c1ccc(Cl)cc1	-0.34	12	2	6	6	10	1619	1	5	1	92
COP(=O)(OC)c1nc(-c2ccccc2)oc1NCc1ccccc1	-0.072	3	1	3	4	-3	1546	1	5	1	101
COc1ccc(Br)cc1CNC(=O)C1CCN(S(=O)(=O)N2CCCCC2)CC1	0.31	8	-9	1	-15	-3	1289	1.1	-3	1	99
Cc1ccc(OCCCCN2CCCC(C)C2)c([N+](=O)[O-])c1 (centres undefined)	0.34	10	5	1	12	-6	1540	1	-5	1	98
COC(=O)c1cc(Br)c(N)cc1OC	-0.87	22	6	2	1	-1	1658	0.9	5	1	89
Cn1c(-c2ccc(F)cc2)cnc1SCC(=O)N1CCCCC1	0.33	34	2	-42	8	13	1643	1	0	1	72
CCOC(=O)CSC1=N/C(=C\c2cccnc2)C(=O)N1c1ccc(OC)cc1	-0.16	-9	28	19	2	-2	1590	0.7	0	1	105
COc1ccc(/C=N/Nc2cc(C)nc(NS(=O)(=O)c3ccc(C)cc3)n2)cc1	.	-5	12	4	-6	3	1478	0.9	4	1	101

6 compounds from above, showing only ROMK mod.
SMILES	ROMK mod
O=C(CSc1nnc(-c2ccncc2)n1Cc1ccco1)c1ccc(Cl)cc1	-0.34
COP(=O)(OC)c1nc(-c2ccccc2)oc1NCc1ccccc1	-0.072
COc1ccc(Br)cc1CNC(=O)C1CCN(S(=O)(=O)N2CCCCC2)CC1	0.31
Cc1ccc(OCCCCN2CCCC(C)C2)c([N+](=O)[O-])c1 (centres undefined)	0.34
COC(=O)c1cc(Br)c(N)cc1OC	-0.87
Cn1c(-c2ccc(F)cc2)cnc1SCC(=O)N1CCCCC1	0.33

(cont.)
canonical_smiles	ROMK mod	STAT3 inh	bIAP inh	STAT1 blocker	PPARg SRC1 recr	PPARg SRC-2 ag	SRC2 TRFRET art	bIAP act	PPARg SRC3 recr	TNAP act hi DEA	STAT3 activator
O=C(NCC1CCCO1)c1ccc(COc2ccccc2Br)cc1 (centres undefined)	-1.8	15	-16	11	3	-4	1626	1.2	2	1	91
CC(Sc1cnccn1)C(=O)O (centres undefined)	-0.65	3	33	9	5	2	1689	0.7	2	1	101
CC(C)(C)NC(=O)NC(=O)CSc1nnc2ccccn12	.	7	6	2	5	3	1390	0.9	8	1	97
NC(=O)NC(=O)CC1S/C(=N/N=C2/NC(=O)CS2)NC1=O (centres undefined)	0.71	1	2	-10	0	4	1525	1	8	1	106
COc1ccc(S(=O)(=O)Cc2ccc(C(=O)NCCc3ccc(S(N)(=O)=O)cc3)o2)cc1	.	7	8	-4	-4	2	1619	0.9	-10	1.1	102
Cc1ccccc1CSCCNC(=O)c1ccc(N(C)S(=O)(=O)c2ccccc2)cc1	-1.5	6	16	4	-3	-2	1557	0.8	8	1.1	100
CC(=O)c1cccc(NC(=O)/C=C/c2ccc([N+](=O)[O-])s2)c1	0.63	8	2	13	1	0	1625	1	0	1	101
CCn1c(CNC(=O)c2ccccc2F)nnc1SCCOc1ccccc1	-0.73	11	-13	2	1	6	1416	1.1	10	1	96
Cc1cccc(N2CCN(C(=O)C3CCN(S(=O)(=O)N4CCOCC4)CC3)CC2)c1C	-0.067	14	-8	12	2	-8	1591	1.1	-5	1	90
Cc1cc2ncn(C(=O)N3CCC(C)CC3)c2cc1C	-0.84	15	15	-21	-6	8	1579	0.9	8	1	90
N#Cc1cc(Sc2ccccn2)c(Sc2ccccn2)cc1C#N	.	9	12	8	4	-5	1703	0.9	0	1	96
Cn1cc(C(=O)N/N=C/C(Br)=C/c2ccccc2)ccc1=O	-0.0012	0	.	8	-4	-6	1483	0.5	6	1	97
Cc1cccc(NC(=S)N(Cc2cccs2)Cc2cc3cc(C)cc(C)c3[nH]c2=O)c1	0.34	-2	-2	0	0	-2	1553	1	1	0.9	100
Cc1ccccc1NC1=NC(=S)N(c2ccccc2)C12CCOC(C)(C)C2 (centres undefined)	.	-5	2	-8	-5	1	1517	1	-2	1	109
Cc1ccc(-c2cc(C(=O)OCn3nnc4ccccc4c3=O)c3ccccc3n2)cc1	1.8	5	6	-8	-2	-1	1385	0.9	1	1	95

Some of the entries above in another layout:
Screens in order: ROMK mod, STAT3 inh, bIAP inh, STAT1 blocker, PPARg SRC1 recr, PPARg SRC-2 ag, SRC2 TRFRET art, bIAP act, PPARg SRC3 recr, TNAP act hi DEA, STAT3 activator
Cc1ccccc1CSCCNC(=O)c1ccc(N(C)S(=O)(=O)c2ccccc2)cc1
  -1.5, 6, 16, 4, -3, -2, 1557, 0.8, 8, 1.1, 100
CC(=O)c1cccc(NC(=O)/C=C/c2ccc([N+](=O)[O-])s2)c1
  0.63, 8, 2, 13, 1, 0, 1625, 1, 0, 1, 101

(next part)
structure | ROMK mod | STAT3 inh | bIAP inh | STAT1 blocker | PPARg SRC1 recr | PPARg SRC-2 ag | SRC2 TRFRET art | bIAP act | PPARg SRC3 recr | TNAP act hi DEA | STAT3 activator
O=C(CN1CCN(c2ccc(O)cc2)CC1)NC(c1ccccc1)c1ccccc1 | -0.67 | -6 | 8 | -2 | 6 | 7 | 1571 | 0.9 | 8 | 1 | 106
CCOC(=O)c1c(NC(NC(C)=O)C(Cl)(Cl)Cl)sc(C(C)=O)c1C (centres undefined) | . | 0 | 6 | -4 | 0 | 9 | 1622 | 0.9 | 9 | 1.1 | 106
Cc1ccnc(NC(=S)NC(=O)/C=C/c2ccccc2)c1 | . | 15 | 0 | -19 | 4 | 5 | 1584 | 1 | 9 | 1 | 95
Cc1ccccc1/C=N\NC(=O)c1ccccc1-n1cccc1 | -0.87 | -2 | 3 | 1 | 3 | 8 | 1742 | 1 | 6 | 1 | 104
COCCN(CCOC)S(=O)(=O)c1ccc(C(=O)Nc2nnc(C3CC3)o2)cc1 | . | 4 | -10 | -3 | 0 | -7 | 1505 | 1.1 | -6 | 1 | 100
COc1cc(C(c2c(C)[nH][nH]c2=O)c2c(C)[nH][nH]c2=O)ccc1OS(=O)(=O)c1ccccc1 | -0.0074 | -3 | -38 | -8 | 5 | -2 | 1521 | 1.4 | -4 | 0.3 | 102
OCCCNCc1ccc(Cl)cc1Cl | -0.64 | 5 | -4 | -5 | -12 | -3 | 1630 | 1 | 0 | 1 | 100
Cc1ccn2c(c1)nc(=S)n2C(=O)c1ccccc1 | 0.38 | -11 | 3 | -202 | -2 | -1 | 1561 | 1 | 0 | 1 | 113
COCCCNC(=O)CN1CCN(Cc2ccccc2Cl)C1=O | . | 6 | 6 | -4 | -2 | 1 | 1665 | 0.9 | 6 | 1.1 | 103
CCOc1ccc(NC2C=CS(=O)(=O)C2)cc1 (centres undefined) | . | -3 | -7 | 0 | 2 | -7 | 1616 | 1.1 | -1 | 1 | 105

structure | ROMK mod | STAT3 inh | bIAP inh | STAT1 blocker | PPARg SRC1 recr | PPARg SRC-2 ag | SRC2 TRFRET art | bIAP act | PPARg SRC3 recr | TNAP act hi DEA | STAT3 activator
N#Cc1ccccc1NC(=O)CNc1ccc(Cl)c(C(F)(F)F)c1 | . | -11 | 12 | -2 | -8 | 1 | 1428 | 0.9 | -2 | 1 | 109
CC(CCc1ccccc1)NC(=O)C1CCCN(c2nnc(-n3cccc3)s2)C1 (centres undefined) | . | 3 | -7 | 3 | 8 | 16 | 1464 | 1.1 | 4 | 1.1 | 102
COc1ccc(C=NCCC2(O)CC(C)N(C)CC2C)cc1 (centres undefined) | 1 | -4 | 7 | -5 | -5 | 1 | 1440 | 0.9 | 1 | 1 | 104
Cc1c(Nc2scc(-c3ccccc3)[n+]2-c2ccccc2)c(=O)n(-c2ccccc2)n1C | -1.4 | 10 | -4 | -4 | -2 | -4 | 1361 | 1 | -5 | 1.1 | 98
COc1ccc(N2CCN(CC(=O)Nc3sccc3C#N)CC2)cc1 | . | -5 | -6 | 4 | -5 | -7 | 1404 | 1.1 | -7 | 1 | 107
c1cc(-c2nnc(-c3ccncc3)o2)ccn1 | . | 8 | 6 | -3 | 6 | 2 | 1733 | 0.9 | 10 | 1.1 | 96
Cc1c(/C=N/NC(=O)CNc2ccccc2)c2ccccn2c1C(=O)c1ccncc1 | . | 8 | 3 | 4 | 0 | -8 | 1556 | 1 | -3 | 0.9 | 93
COc1cccc(/C=C/C(=O)OCC(=O)c2cc(C)n(CC3CCCO3)c2C)c1OC (centres undefined) | . | 3 | 26 | -3 | 8 | -2 | 1555 | 0.7 | 0 | 1 | 102
CC(CCc1ccccc1)NC(=O)COC(=O)c1ccc(S(C)(=O)=O)c([N+](=O)[O-])c1 (centres undefined) | -2 | 10 | 10 | 18 | -4 | 8 | 1742 | 0.9 | 6 | 1 | 96
O=C(c1ccc(Cl)c(S(=O)(=O)N2CCCCCC2)c1)N1CCN(c2ccccn2)CC1 | -1.3 | 24 | -5 | 3 | 2 | 4 | 1408 | 1.1 | -11 | 1 | 79
